PvdQ inh – P. aeruginosa PvdQ acylase inhibitors, primary screen, biochemical, fluorescence, plate reader and imaging, single point. purified PvdQ acylase. inhibition, % at 10 µM. actives 0.063% (n = 340,000). PvdQ acylase [Pseudomonas aeruginosa LESB58]; in the data active = inhibition above about 30%, passing the limit was not always enough; inconclusive = no clear call, values can overlap the other calls;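 note: 0% = vehicle neutral wells and 100% = reference inhibitor wells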
SR-BI DiI inh – inhibitors of SR-BI mediated HDL lipid uptake, primary screen, ldlA[mSR-BI] cells, fluorescence, single point | Scavenger receptor class B member 1 (Mus musculus), Q61009 | ldlA[mSR-BI] CHO cells, DiI-HDL uptake fluorescence, 3 h | inhibition, % at 12.5 µM | actives 0.96% (n = 320,000);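 active = mean replicate inhibition of at least 70% and a set share of replicates each scoring 70 or more; inconclusive = meets just one of the two criteria; inactive = fails both criteria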;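 note: 0% = median of neutral control wells and 100% = median of positive control wells; values of inactives mirror those of a sister screen read the other way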
HTR5A inv ctr – HTR5A inverse agonists in luminescence cell assay, primary screen, counter-screen for OPRM1-OPRD1 heterodimer inverse agonist project, full-deck HTS | actives 0.083% (n = 340,000) | HTR5A cell line, inverse agonism | inhibition, % at 9.3 µM; in the data active = inhibition mostly above about 23%, no sharp cut-off; inactive = mostly below about 18%;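 note: 0% = cells with DMSO and 100% = no-cell wells with DMSO; some compounds called inactive have numbers as strong as hits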
Target sequence (P47898 whole entry, looked up): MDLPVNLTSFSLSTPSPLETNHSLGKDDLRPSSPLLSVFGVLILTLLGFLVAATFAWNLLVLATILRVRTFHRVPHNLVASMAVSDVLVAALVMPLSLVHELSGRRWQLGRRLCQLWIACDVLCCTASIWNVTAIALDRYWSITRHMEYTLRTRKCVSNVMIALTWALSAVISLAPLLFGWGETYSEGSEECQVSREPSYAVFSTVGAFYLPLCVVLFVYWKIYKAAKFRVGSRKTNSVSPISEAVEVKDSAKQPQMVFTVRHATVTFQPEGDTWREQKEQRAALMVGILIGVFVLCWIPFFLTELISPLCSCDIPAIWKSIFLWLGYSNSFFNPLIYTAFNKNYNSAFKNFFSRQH
MITF TRPM1 HTS – activators of MITF-driven TRPM1 promoter reporter, primary screen, cell-based, SK-MEL-5, luciferase, single point | actives 0.75% (n = 300,000) | activation, % at 12.5 µM | SK-MEL-5 TRPM1-promoter luciferase, 24 h; % of positive control, neutral wells = 0 | AID 588334, 2011;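 active = mean activation of at least 80% with every replicate also reaching 80%; inconclusive = mean reaches 80% but some replicate falls short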;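 note: 0% = neutral control wells and 100% = parthenolide positive control wells; values of inactives mirror those of a sister screen read the other way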
Wnt act – Wnt/beta-catenin pathway activators, primary screen, cell-based, plate reader, single point; Wnt/beta-catenin reporter cell assay, activator; activation, % at 9.35 µM; actives 1.2% (n = 300,000); AID 743398, 2014; in the data active = activation above about 30%, passing the limit was not always enough; inconclusive = no clear call, values can overlap the other calls;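 note: 0% = neutral control wells and 100% = positive control wells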
NSD2 inh – NSD2 histone methyltransferase inhibitors, primary screen, biochemical, AlphaScreen, single concentration, set 2. Histone-lysine N-methyltransferase NSD2 (Homo sapiens), O96028. NSD2 peptide methylation, 120 min. inhibition, % at 12.5 µM. actives 0.54% (n = 310,000); in the data active = inhibition above about 50%
HTR5A ag ctr – HTR5A agonists in luminescence cell assay, primary screen, counter-screen for OPRM1-OPRD1 heterodimer agonist project, full-deck HTS; activation, % at 9.3 µM; cell-based; AID 504692, 2011; actives 0.61% (n = 340,000); 5-hydroxytryptamine receptor 5A (Homo sapiens), P47898; in the data active = activation mostly above about 9.5%, no sharp cut-off; inactive = mostly below about 7.6%;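 note: 0% = cells with vehicle only and 100% = reference agonist; strong numbers were not always called active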
V-ATPase pH – regulators of yeast V-ATPase proton pumping, primary screen, pHLuorin cytosolic pH fluorescence; S. cerevisiae; response, % at 10 µM; actives 0.37% (n = 350,000); in the data active = response mostly above about 7.3%, no sharp cut-off; inactive = mostly below about 5.4%; note: actives read high; inactives centre near 0; some compounds called inactive have numbers as strong as hits; reference of the scale not given here
dFosB activator – activators of delta FosB homodimer, primary screen, biochemical, fluorescence polarization, TAMRA-CDK5 oligo, single point; purified delta FosB; percent of positive-control signal above neutral wells; Protein FosB (Mus musculus), P13346; actives 0.99% (n = 340,000); activation, % at 25 µM;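 active = mean activation above about 17%, with every replicate also reaching it, limit read from the data, passing the limit was not always enough; inconclusive = only one of the two conditions met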;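 note: fluorescence polarization rise as delta FosB binds a TAMRA Cdk5 AP-1 oligo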
Target sequence (P13346 whole entry, looked up): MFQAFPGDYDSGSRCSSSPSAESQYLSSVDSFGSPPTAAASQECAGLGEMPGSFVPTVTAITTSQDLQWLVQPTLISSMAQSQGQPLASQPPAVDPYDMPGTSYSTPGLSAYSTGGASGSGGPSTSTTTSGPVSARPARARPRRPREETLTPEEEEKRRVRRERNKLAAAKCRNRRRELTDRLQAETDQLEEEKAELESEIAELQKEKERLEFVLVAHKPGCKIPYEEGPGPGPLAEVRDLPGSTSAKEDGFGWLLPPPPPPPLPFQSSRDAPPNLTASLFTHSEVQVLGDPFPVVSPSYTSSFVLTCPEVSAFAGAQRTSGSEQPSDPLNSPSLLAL
CDK5 inh – inhibitors of human CDK5/p35 kinase, primary screen, biochemical, single concentration; Recombinant CDK5/p35, ADP-Glo luminescence, 60 min; actives 0.01% (n = 330,000); inhibition, % at 10 µM;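 active = highest replicate inhibition of at least 50% and at least 75% of replicates reaching 50%; inconclusive = only one of the two criteria met; inactive = both criteria failed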;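 note: plate controls were DMSO neutral control for no effect and GW8510 at 10 µM for full effect; many of its hits are not listed in these tables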
* = called active by the depositor; ? = inconclusive; . = no result given; & = joins results of further samples.

structure,MITF TRPM1 HTS,SR-BI DiI inh,HTR5A inv ctr,PvdQ inh,V-ATPase pH,CDK5 inh,HTR5A ag ctr,dFosB activator,NSD2 inh,Wnt act
C=Cc1ccc(CN2CCCN(Cc3ccc(Cl)cc3)S2(=O)=O)cc1,4.2,12.1,4.4,-4.9,-0.6,0.0,-1.1,-8.8,-1.4,2.4
O=S(=O)(c1ccc(Cl)cc1)N1CCN(C2CCN(Cc3ccccc3)CC2)CC1,-16.3,2.5,9.0,-8.8,-0.5,1.4,-3.4,-7.0,-1.5,-2.6&-3.4
CCCn1c(/N=C/c2ccc3c(c2)OCO3)nc2ccccc21,2.6,-27.6,-4.0,-5.6,-0.9,-0.1,-1.2,0.9,1.7,.
Cn1c(-c2sc3cc(C(F)(F)F)cnc3c2-c2cccs2)n[nH]c1=S,-1.9,7.4,15.6,-10.4,-3.2,-2.8,-5.8,?,1.1,-0.9
N#CCCN(C(=O)c1ccc2c(=O)n3c(nc2c1)CCCCC3)c1ccccc1,1.6,-6.6,0.1,-11.1,0.9,-2.9,2.5,-5.1,1.6,1.3
CCCCNC(=S)Nc1ccc(OC)nc1,6.8,-22.1,9.0,-7.5,0.4,-6.3,-3.3,2.5,-1.7,-2.5
COc1ccc(S(=O)(=O)NCC(=O)Nc2ccc(F)cc2)cc1,0.7,.,5.4,-6.4,-4.8,1.3,-2.2,3.5,-2.4,1.3
CC(=O)Nc1nc2c(s1)CCc1ccccc1-2,-13.2,6.8,1.0,-7.4,1.1,0.3,-0.3,-3.9,2.0,-0.1
Cc1cc(C)cc(NC(=O)N2CCC(c3nc4ccccc4o3)CC2)c1,-18.0,5.9,-26.4,-7.3,4.5,0.8,-0.4,-12.6,7.2,.
CCOC(=O)c1c(C)n(C(=O)c2ccco2)c(=O)n1C(=O)c1ccco1,-26.5,-25.7,-2.3,-7.9,-0.8,0.3,0.9,2.9,3.0,-1.3
O=C(N=Nc1c(O)[nH]c2ccc(Cl)cc12)c1cc(-c2cccs2)nc2ccccc12,-11.6,18.6,10.7,5.4,3.5,-2.1,-6.2,-6.2,1.6,-4.4
CCN(c1cccc(C)c1)S(=O)(=O)c1ccc(OC)c([N+](=O)[O-])c1,-6.7,7.2,-12.8,10.6,0.0,-0.8,1.9,-1.2,-1.5,-0.3
CC(C)CCCC(C)NS(=O)(=O)Cc1ccccc1 (centres undefined),.,-1.5,2.3,-1.8,-2.6,-1.2,0.2,-6.8,-0.8,.
CCOCCCN1CN(Cc2ccccc2)CNC1=S,5.7,2.4,14.4,3.6,-0.9,0.3,-4.3,-1.8,-1.0,.
Cc1cccc(C)c1NC1=NC2(CCCCC2)N=C(N)N1,.,-16.1,-23.3,7.4,-3.8,2.3,4.6,5.4,1.4,.
Cc1cccc(-c2cc(C(=O)N3CCCc4ccccc43)c3ccccc3n2)c1,-9.5,4.7,5.5,-0.5,-0.7,-0.8,-1.3,-5.0,-3.9,-0.8
CC(C)CN(C(=O)C1CCC1)c1c(N)n(Cc2ccccc2)c(=O)[nH]c1=O,.,-3.5,-21.3,11.8,-0.6,3.3,8.4,-3.3,1.1,-2.1
COc1ccc(S(=O)(=O)N(C)C[C@H]2Oc3ccc(NC(=O)Cc4ccccc4)cc3C(=O)N([C@H](C)CO)C[C@@H]2C)cc1,-7.6,7.7,-9.4,-10.6,-1.0,0.4,-5.6,-10.2,.,-6.4
Nc1c(-c2ccccc2)cnn1-c1cccc(Cl)c1,47.1,35.8,11.4,-6.1,3.9,-2.1,-3.2,-2.2,-2.1,2.1
O=C(O)C1C(c2ccccc2)C(C(=O)Oc2ccc(O)cc2)C1c1ccccc1 (centres undefined),-2.0,-21.5,-14.8,0.4,-2.0,0.4,5.1,-5.1,23.6,12.5
Cc1[nH]n2c(=O)c3c(nc2c1-c1ccccc1)CCCC3,-5.0,5.3,-29.8,-11.9,1.2,0.3,-1.6,-3.6,1.4,0.5
NCCCn1c(C(=O)c2ccc(Cl)cc2)c2ccc(C(F)(F)F)cc2[n+]1[O-],-22.3,10.1,1.2,-12.7,-1.4,5.5,5.2,-0.6,.,-0.7
CC(=O)c1c(C)[nH]c(C(=O)OCC(=O)Nc2nnc(-c3ccccc3)o2)c1C,0.9,-33.0,8.3,-15.3,-2.2,-1.8,-2.3,-3.2,0.1,0.5
Cc1cc(C)c(O)c(-c2n[nH]c3c2C(c2cccc(O)c2)N(Cc2ccco2)C3=O)c1 (centres undefined),-13.9,.,10.2,-20.3,0.7,-0.3,5.0,-16.8,3.6,-0.8
CN(CCNC(=O)C1CCC(=O)N(Cc2ccc(Cl)cc2)C1)CCc1ccccc1 (centres undefined),10.3,-17.9,3.8,0.3,-3.0,-0.2,-0.6,-11.2,-3.2,-1.7
CCOc1ccc(C2C(C(=O)OC)=C(C)N=C3SCCC(=O)N32)cc1OCC (centres undefined),0.7,-4.0,8.2,0.0,-2.0,0.3,-2.3,6.7,1.4,.
O=C(NNS(=O)(=O)c1ccccc1)C1CCN(S(=O)(=O)c2ccccc2)CC1,11.6,-16.4,-20.6,-12.8,4.8,1.4,3.5,8.0,0.2,42.3*
CCOc1ccccc1NC(=O)CN(c1ccc(OC)cc1)S(=O)(=O)c1c(C)noc1C,-3.8,19.0,15.3,-0.1,4.2,-2.6,-6.4,0.3,-1.2,-20.3
Cc1ccc(NC(=O)CCNS(=O)(=O)c2ccc3c(c2)oc(=O)n3C)c(C)c1,1.1,-4.5,-7.4,-11.0,-4.7,2.6,6.2,1.3,-1.2,-2.5
CC(C)(C)c1ccc2c(c1)OC(C(=O)N/N=C\c1ccc(-c3cccc(C(=O)O)c3)o1)CO2 (centres undefined),8.9,.,-6.7,-6.4,-0.5,0.3,2.1,-11.4,5.1,1.1
CS(=O)(=O)c1ccc(-c2sc3ccccc3c2C#CCCO)cc1,-4.0,69.9,-5.0,-10.8,-0.1,-1.5,5.2,-1.2,.,-0.3
Nc1ccc(C(=O)OCC(=O)c2cccc([N+](=O)[O-])c2)cc1,-6.9,-2.2,17.7,-13.7,0.1,1.2,-7.1,-3.8,-0.1,10.1
Cc1cc(Cl)c2cc3ccccc3cc2n1,.,-33.7,-4.4,-5.6,9.4,-2.7,-0.8,-3.9,3.8,0.3
Cc1ccccc1OCc1nc(-c2ccccc2)no1,96.7*,3.4,10.3,8.1,-1.1,-1.0,1.7,-4.4,-9.5,.
Cc1ccc(-n2c(N)c(C(=O)N3CCCCC3)sc2=S)cc1,.,-15.9,-11.9,1.4,-7.7,-1.1,-2.8,4.6,23.6,8.8
CC[n+]1c(-c2ccccc2)csc1Nc1c(C)n(C)n(-c2ccccc2)c1=O,-20.6,-14.0,-10.4,-3.7,2.4,2.4,5.8,-3.4,1.8,?
CCOc1ccc(CCNC(=O)C2CCC(=O)N2CCc2ccccc2)cc1OCC (centres undefined),-9.9,-7.6,-6.2,-0.5,-5.7,-1.0,1.5,2.9,-0.5,.
CC(C)(C)OC(=O)NCc1ccc(NC(=O)c2nc[nH]c2C(=O)NCCN(CCNC(=O)c2[nH]cnc2C(=O)Nc2ccc(CNC(=O)OC(C)(C)C)cc2)CCNC(=O)c2[nH]cnc2C(=O)Nc2ccc(CNC(=O)OC(C)(C)C)cc2)cc1,0.3,-57.1,12.6,-5.8,-2.0,-1.3,2.2,-3.6,.,-11.0
CCCn1c(SCC(=O)NC(=O)NCc2ccccc2)n[nH]c1=O,-3.7,-30.1,-17.1,-3.3,-3.8,0.0,6.2,3.8,0.0,4.8
O=C(CCl)NCCN1C(=O)S/C(=C\c2cccnc2)C1=O,2.8,-11.5,8.3,9.2,3.9,3.8,-3.0,5.6,40.5,-0.5
COc1ccc(C2=NS(=O)(=O)N(C)C(C(=O)N3CCCCC3)=C2)cc1,4.9,-7.5,-21.8,-15.4,1.0,2.0,7.2,-1.1,.,3.0
O=C(NC(=S)Nc1nc(-c2ccccc2)cs1)c1cccs1,-20.6,3.7,-12.2,-10.3,0.8,0.0,5.2,-18.0,-1.2,5.2
Cc1ccccc1Oc1cccc(C(=O)/C(C#N)=C/N(C)C)c1,12.4,7.5,11.9,7.8,-0.5,0.3,0.8,-2.9,-0.4,-4.6
O=C(Nc1cccc(F)c1)N1C2CCC1CC(O)(c1cccnc1)C2 (centres undefined),7.0,-24.7,1.8,-7.6,0.1,-2.2,-2.4,2.2,-1.4,-0.4
O=C(CSc1nnc(-c2ccc(O)cc2)n1Cc1ccccc1)NNC(=O)c1ccc(Br)cc1,-22.0,31.7,4.2,-1.1,1.8,-0.5,9.9,-14.8,0.5,-5.4
CC(C)[C@H](NC(=O)[C@@H]1CSC2c3ccccc3C(=O)N21)C(=O)NCc1ccncc1 (some centres undefined),7.3,-8.2,15.3,-17.7,-2.5,-0.7,-1.7,0.6,-4.5,1.3
CN(C)S(=O)(=O)c1ccc(C(=O)N2CCCC2c2nc3ccccc3s2)cc1 (centres undefined),-8.6,4.4,14.2,-11.9,1.7,-2.1,-6.2,-5.7,-2.1,.
C=CCN1N=C(c2ccc(NC(=O)c3ccccc3)cc2)CSC1=O,26.2,44.8,19.2,1.1,2.6,0.9,3.4,0.2,-1.3,0.2

Results in V-ATPase pH and MITF TRPM1 HTS, for 2 of the compounds above:
structure	V-ATPase pH	MITF TRPM1 HTS
CC(C)(C)OC(=O)NCc1ccc(NC(=O)c2nc[nH]c2C(=O)NCCN(CCNC(=O)c2[nH]cnc2C(=O)Nc2ccc(CNC(=O)OC(C)(C)C)cc2)CCNC(=O)c2[nH]cnc2C(=O)Nc2ccc(CNC(=O)OC(C)(C)C)cc2)cc1	-2.0	0.3
CCCn1c(SCC(=O)NC(=O)NCc2ccccc2)n[nH]c1=O	-3.8	-3.7

Additional results:
structure,MITF TRPM1 HTS,SR-BI DiI inh,HTR5A inv ctr,PvdQ inh,V-ATPase pH,CDK5 inh,HTR5A ag ctr,dFosB activator,NSD2 inh,Wnt act
CCSc1nnc(NC(=O)CC(C)C)s1,10.1,-10.4,0.4,13.3,2.1,2.9,-0.1,2.8,-2.8,1.5
CCOC(=O)C(NC(=O)c1ccccc1)(Nc1nnc(C)s1)C(F)(F)F (centres undefined),.,-25.6,-7.3,3.1,-5.3,0.7,7.1,-0.3,10.0,-5.1
Cn1c(N)c(C(=O)COC(=O)COc2ccccc2C#N)c(=O)n(C)c1=O,-17.6,2.8,35.6,0.1,-3.0,-1.9,-0.4,-10.3,3.2,0.0
O=C(Nc1ccc(NC(=O)c2ccccc2F)cn1)c1ccco1,-1.7,.,8.3,-7.4,3.3,1.8,-1.5,-10.4,3.4,-1.3
Cc1onc(-c2ccccc2Cl)c1C(=O)NNC(=O)C1CCN(Cc2ccccc2)CC1,-3.2,-9.5,-15.1,-10.3,-0.7,-1.3,-0.8,1.2,0.4,0.0

Screening data from PubChem.
